Source: PubChem BioAssay (several laboratories)
Hck-Nef inh: inhibitors of Nef-activated human Hck kinase, primary screen, biochemical, Z-Lyte FRET, 384-well, Hck-YEEI; inhibition, % at 20 µM; Tyrosine-protein kinase HCK (Homo sapiens), P08631; Recombinant Hck-YEEI plus Nef, Z-Lyte FRET kinase assay; hit rate 0.68% among 220,000;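 active means Hck-Nef kinase inhibition above about 50%, limit read from the data; inactive means inhibition below that limit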;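 further: 0% = DMSO with Hck plus Nef and 100% = Hck alone without Nef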
eIF4E-4G inh: eIF4E–eIF4G protein interaction inhibitors, primary screen, biochemical, uHTS, TR-FRET, eIF4GI fragment | Eukaryotic translation initiation factor 4E (Mus musculus) + Eukaryotic translation … | TR-FRET eIF4E-eIF4GI(517-606) binding, 2 h | inhibition, % at 21.7 µM | hit rate 0.37% among 220,000;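 active means inhibition above about 30%, limit read from the data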;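 further: 0% = full FRET control wells and 100% = background wells lacking eIF4GI fragment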
Target sequence (P63073 whole entry, looked up, the tested form may be a part): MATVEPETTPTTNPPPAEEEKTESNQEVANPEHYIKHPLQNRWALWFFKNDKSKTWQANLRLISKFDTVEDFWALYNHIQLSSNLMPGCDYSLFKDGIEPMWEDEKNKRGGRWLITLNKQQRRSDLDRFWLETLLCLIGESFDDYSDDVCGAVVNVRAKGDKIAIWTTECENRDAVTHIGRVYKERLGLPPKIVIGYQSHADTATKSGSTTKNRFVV
Target sequence (Q04637 whole entry, looked up, the tested form may be a part): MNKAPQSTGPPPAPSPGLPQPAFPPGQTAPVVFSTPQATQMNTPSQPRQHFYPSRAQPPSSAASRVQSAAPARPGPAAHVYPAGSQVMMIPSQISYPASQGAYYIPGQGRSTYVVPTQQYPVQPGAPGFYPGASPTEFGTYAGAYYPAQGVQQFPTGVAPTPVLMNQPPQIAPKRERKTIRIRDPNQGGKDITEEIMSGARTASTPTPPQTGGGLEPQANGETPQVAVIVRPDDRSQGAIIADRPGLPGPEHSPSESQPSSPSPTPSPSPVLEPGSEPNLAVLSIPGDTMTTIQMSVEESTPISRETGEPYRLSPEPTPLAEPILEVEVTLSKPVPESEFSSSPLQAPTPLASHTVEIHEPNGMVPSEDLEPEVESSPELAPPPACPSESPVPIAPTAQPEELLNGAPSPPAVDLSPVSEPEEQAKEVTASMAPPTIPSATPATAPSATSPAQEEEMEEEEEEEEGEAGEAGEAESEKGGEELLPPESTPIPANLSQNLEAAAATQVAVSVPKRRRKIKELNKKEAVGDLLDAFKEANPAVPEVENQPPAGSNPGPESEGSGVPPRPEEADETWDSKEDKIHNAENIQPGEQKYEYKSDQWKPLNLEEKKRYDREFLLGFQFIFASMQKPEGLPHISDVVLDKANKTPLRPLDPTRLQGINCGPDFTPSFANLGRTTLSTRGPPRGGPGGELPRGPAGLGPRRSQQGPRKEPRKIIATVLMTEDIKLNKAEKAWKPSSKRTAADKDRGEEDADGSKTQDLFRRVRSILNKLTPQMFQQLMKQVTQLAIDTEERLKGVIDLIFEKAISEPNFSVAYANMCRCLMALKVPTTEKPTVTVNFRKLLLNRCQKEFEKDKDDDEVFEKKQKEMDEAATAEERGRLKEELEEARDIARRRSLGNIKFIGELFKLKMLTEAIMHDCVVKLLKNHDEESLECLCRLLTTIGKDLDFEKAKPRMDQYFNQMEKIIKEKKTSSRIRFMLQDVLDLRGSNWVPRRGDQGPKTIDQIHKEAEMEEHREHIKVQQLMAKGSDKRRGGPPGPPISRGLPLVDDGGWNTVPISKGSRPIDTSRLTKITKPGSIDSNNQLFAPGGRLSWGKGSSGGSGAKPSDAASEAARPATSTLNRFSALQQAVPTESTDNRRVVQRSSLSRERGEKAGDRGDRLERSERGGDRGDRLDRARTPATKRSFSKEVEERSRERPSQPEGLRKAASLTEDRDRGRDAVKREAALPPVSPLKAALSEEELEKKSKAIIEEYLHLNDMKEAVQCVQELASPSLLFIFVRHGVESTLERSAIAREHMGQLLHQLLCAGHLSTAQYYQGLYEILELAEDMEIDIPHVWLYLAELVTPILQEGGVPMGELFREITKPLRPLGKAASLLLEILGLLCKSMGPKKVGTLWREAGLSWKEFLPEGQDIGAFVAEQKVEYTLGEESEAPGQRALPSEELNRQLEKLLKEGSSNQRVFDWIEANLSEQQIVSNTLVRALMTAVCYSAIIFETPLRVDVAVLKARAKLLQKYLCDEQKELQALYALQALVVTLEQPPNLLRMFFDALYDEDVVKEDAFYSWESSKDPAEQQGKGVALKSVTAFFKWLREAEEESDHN
EP2 mod: EP2 receptor modulators, cAMP readout, primary screen, cell-based, HTRF cAMP, PGE2 stimulation; EP2-expressing cells, cAMP HTRF FRET, PGE2 co-stimulation; induction, % at 25 µM; hit rate 0.83% among 260,000; AID 940, 2007;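 active means compounds whose cAMP rise, as percent of the full-agonist control response, exceeds 60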;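 further: rat C6 glioma line stably carrying human EP2 under a CMV promoter; the protocol text gives 20 µM as final concentration; 100% = response of wells given 1 µM PGE2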
m-calpain inh: inhibitors of pig calpain II, primary screen, biochemical, fluorogenic peptide substrate, 1536-well; purified calpain II, 30 min; hit rate 0.37% among 220,000; inhibition, % at 16 µM; AID 1236, 2008;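 active means inhibition above about 50%, limit read from the data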
L929 necroptosis: inhibitors of zVAD-triggered necroptosis, primary screen, L929 cells; hit rate 0.38% among 220,000; viability rescue, % at 10 µM; AID 1377, 2008; L929 zVAD necroptosis rescue, ATP luminescence, 24 h; with zVAD 60 µM;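 active means activation, scaled between plate controls, above about 75%, limit read from the data; inactive means activation under that limit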;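 further: 0% = zVAD with DMSO and 100% = DMSO alone without zVAD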
Tb hexokinase: Trypanosoma brucei hexokinase 1 inhibitors, primary screen, biochemical, G6PDH-coupled NADH absorbance, MLSCN library; hexokinase 1 [Trypanosoma brucei]; recombinant TbHK1, G6PDH-coupled NADH A340; inhibition, % at 10 µM; hit rate 0.11% among 220,000;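 active means inhibition of 50% or more in the single-dose primary screen; inactive means inhibition below 50%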
EP2 antag: human EP2 receptor antagonists, primary screen, TR-FRET cAMP, C6 glioma cells; Prostaglandin E2 receptor EP2 subtype (Homo sapiens), P43116; inhibition, % at 25 µM; hit rate 0.52% among 260,000; C6 glioma cells expressing human EP2; cells stimulated with saturating PGE2;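 active means percent inhibition above 40 after rounding to a whole number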;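 further: rat C6 glioma host cells with rolipram phosphodiesterase inhibitor present; the protocol text gives 20 µM as final concentration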
Rad51 HR inh: human RAD51 strand exchange inhibitors, primary screen, biochemical, fluorescence. hRad51 DNA strand exchange, fluorescence dequenching. inhibition, % at 10 µM. hit rate 0.085% among 200,000;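 active means inhibition above 40% at the single screening dose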;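 further: 0% = DMSO control wells and 100% = blanks with heterologous ssDNA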
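material = hRad51 filaments on single-stranded DNA | reagent = Donor/quencher-labelled 47-bp dsDNA substrate | compound = 10 µM final, single point | schedule = strand-exchange reaction 15 min at room temperature | measured by = fluorescein emission 520 nm, excitation 485 nm | read-out basis = % inhibition versus plate control and blank means | benchmarks = plate controls and plate blanks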
14-3-3 Bad PPI: inhibitors of 14-3-3 zeta/Bad binding, primary screen, biochemical, TR-FRET, bovine 14-3-3 zeta. 14-3-3 protein zeta/delta (Bos taurus), P63103. TR-FRET 14-3-3zeta/Dy647-pBad peptide displacement, 1 h. inhibition, % at 21.7 µM. hit rate 0.71% among 220,000. AID 781, 2007;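 active means inhibition above about 70%, limit read from the data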;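 further: 0% = full 14-3-3 plus peptide FRET controls and 100% = background without 14-3-3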
* marks the source's active call; other numbers are inactive results; i = inactive; nt = not tested or not shown; & = joins results of further samples; [ ] = dose if it differs, or a comment.

SMILES	Hck-Nef inh	eIF4E-4G inh	EP2 mod	m-calpain inh	L929 necroptosis	Tb hexokinase	EP2 antag	Rad51 HR inh	14-3-3 Bad PPI
CCOc1cc(/C=N\NC(=O)c2ccc(NC(=O)C(C)(C)C)cc2)ccc1OC(=O)c1ccc(C)cc1	-13.0	-6.8[fluorescence artefact?]	-5.9	-158.5	-0.3	-10.3	5.8	-3.5	2.6
CCOC(=O)CC(NS(=O)(=O)c1ccc(OC)c(C)c1)c1cccc([N+](=O)[O-])c1 (stereo not drawn)	-28.0	-2.3	-7.8	6.9	0.5	-0.6	7.8	-4.6	2.4[fluorescence artefact?]
CCOC(=O)C1=C(C)N=C2SC(C)C(=O)N2C1/C=C/c1ccccc1OC (stereo not drawn)	0.2	1.6	56.7	-5.8	0.6	-8.2	nt	nt	-4.9
CCN(CC)C1CCN(C(=O)c2cc(COc3ccc(F)cc3Cl)on2)C1 (stereo not drawn)	3.7	2.0	-21.2	-12.2	-0.4	-0.7	5.9	-40.8	-12.9
Cc1cccc(-n2cnc3cc(C(=O)N4CCc5ccccc54)ccc32)c1	3.2	-1.4	-15.2	44.0	16.7	3.7	8.0	5.8	-10.9
O=C(Cc1cccs1)N1CCN=C1SCc1ccc(F)cc1	21.0	4.5	13.0	-25.7	44.2	-0.7	3.7	12.1	-9.6
Nc1cc(Cl)ccc1N1CCOCC1	-0.7	10.7	27.7	15.7	1.2	-0.9	12.5	-1.6	-12.2
CCOc1ccc(N=Nc2c(=O)[nH]n3c(=O)c4c([nH]c23)CCCC4)cc1	4.9	5.7	6.0	-13.6	1.5	-0.2	10.1	2.6	-1.6
Cc1ccc(-n2c(C)nnc2SCC(=O)N2CCc3ccccc3C2)cc1	0.1	0.2	6.6	-1.4	2.1	1.0	10.3	5.9	1.8
COc1ccc(-c2csc(N)n2)cc1	-6.0	2.2	11.6	16.6	nt	1.8	6.4	nt	-4.0

Reformatted: results already given
Each structure is followed by: Hck-Nef inh | eIF4E-4G inh | EP2 mod | m-calpain inh | L929 necroptosis | Tb hexokinase | EP2 antag | Rad51 HR inh | 14-3-3 Bad PPI
> CCOC(=O)CC(NS(=O)(=O)c1ccc(OC)c(C)c1)c1cccc([N+](=O)[O-])c1 (stereo not drawn)
  -28.0 | -2.3 | -7.8 | 6.9 | 0.5 | -0.6 | 7.8 | -4.6 | 2.4[fluorescence artefact?]
> CCOC(=O)C1=C(C)N=C2SC(C)C(=O)N2C1/C=C/c1ccccc1OC (stereo not drawn)
  0.2 | 1.6 | 56.7 | -5.8 | 0.6 | -8.2 | nt | nt | -4.9
> CCN(CC)C1CCN(C(=O)c2cc(COc3ccc(F)cc3Cl)on2)C1 (stereo not drawn)
  3.7 | 2.0 | -21.2 | -12.2 | -0.4 | -0.7 | 5.9 | -40.8 | -12.9
> Cc1cccc(-n2cnc3cc(C(=O)N4CCc5ccccc54)ccc32)c1
  3.2 | -1.4 | -15.2 | 44.0 | 16.7 | 3.7 | 8.0 | 5.8 | -10.9
> O=C(Cc1cccs1)N1CCN=C1SCc1ccc(F)cc1
  21.0 | 4.5 | 13.0 | -25.7 | 44.2 | -0.7 | 3.7 | 12.1 | -9.6
> Nc1cc(Cl)ccc1N1CCOCC1
  -0.7 | 10.7 | 27.7 | 15.7 | 1.2 | -0.9 | 12.5 | -1.6 | -12.2
> CCOc1ccc(N=Nc2c(=O)[nH]n3c(=O)c4c([nH]c23)CCCC4)cc1
  4.9 | 5.7 | 6.0 | -13.6 | 1.5 | -0.2 | 10.1 | 2.6 | -1.6

(list continues)
SMILES	Hck-Nef inh	eIF4E-4G inh	EP2 mod	m-calpain inh	L929 necroptosis	Tb hexokinase	EP2 antag	Rad51 HR inh	14-3-3 Bad PPI
Cc1ccc(CN2CCNC(=O)C2CC(=O)NCCCn2ncc3ccccc32)o1 (stereo not drawn)	-0.1	-4.1	13.2	-56.3	-1.0	-3.7	4.8	14.1	-21.6
CCOc1ccc(C2CC(c3c(O)c4ccccc4oc3=O)=NN2c2ccccc2)cc1OC (stereo not drawn)	-106.6	11.6	27.1	-245.7	0.4	-18.9	10.5	i	-4.0
COc1cc(CNCc2cccs2)ccc1OCC(N)=O	-0.2	-3.3	-8.4	2.5	-0.2	-3.9	6.3	-0.8	45.1
Cc1ccc(C(=O)N/N=C/c2ccc(-c3cccc(Cl)c3)o2)cn1	1.0	-1.8	-37.2	-35.8	2.0	-2.5	3.3	14.6	-0.4
COC(=O)CCC(=O)Nc1cccc2c(NC(=O)CCC(=O)OC)cccc12	1.4	3.7	21.8	-5.2	-1.7	-5.5	14.5	nt	1.3
Cc1nn(Cc2ccccc2Cl)c(C)c1NC(=O)CCCn1nc([N+](=O)[O-])c(Cl)c1C	0.5	1.8[fluorescence artefact?]	4.3	-7.1	1.8	-1.7	11.7	4.5	-3.8[fluorescence artefact?]
O=C1C2C3C=CC(C3)C2C(=O)N1c1cccc(-c2nc3ccccc3o2)c1 (stereo not drawn)	0.7	-9.0[fluorescence artefact?]	28.6	-66.0	0.7	-3.0	7.7	-0.4	9.8[fluorescence artefact?]
CCS(=O)(=O)NCC(c1cccnc1)N1CCN(c2ccc(OC)cc2)CC1 (stereo not drawn)	13.9	2.0	6.8	62.6*	-0.5	-2.1	7.2	6.6	-1.1
O=C(COC(=O)c1ccc(Cl)cc1O)NC(=O)C1CCCCC1	20.9	0.8	2.6	-107.8	3.1	-9.2	2.8	9.7	-7.4
O=C(NCCCn1ccnc1)c1cc(-c2ccc(Cl)cc2)nc2ccccc12	0.7	-7.2	-15.3	-47.1	0.3	-7.1	14.6	-1.9	-3.4
CCOc1ccc(-c2nc(C#N)c(NCc3ccco3)o2)cc1	26.7	2.5	-68.1	-107.9	0.5	0.5	0.8	-6.6	2.0
NC(=O)c1cnn(C2CCS(=O)(=O)C2)c1 (stereo not drawn)	-3.0	-4.8	21.8	-25.5	1.1	-1.4	7.8	17.6	1.1
COc1ccc(C(=O)Nc2ccc(NC(=O)c3cccs3)c(OC)c2)cc1Cl	5.5	0.5	-29.0	-238.9	1.0	5.9	17.0	-6.3	6.2
Cc1ccc(C(=O)O)cc1NC(=S)NC(=O)c1ccc(-c2ccccc2)cc1	4.6	-0.2	74.1*	10.6	-0.1	-1.7	9.2	6.9	-13.1
O=C(CSc1nnc(-c2cccs2)n1-c1ccccc1)N1CCCc2ccccc21	0.3	-17.9	7.8	15.4	0.1	-0.4	4.8	2.0	44.8[fluorescence artefact?]
CCn1c(=O)cc(SCC(=O)Nc2cc(OC)c(OC)c(OC)c2)c2ccccc21	0.6	0.8	15.1	1.0	0.1	-12.1	7.1	-1.9	-7.1[fluorescence artefact?]
Nc1n[nH]c(C2CCCCC2)n1	1.8	-3.0	8.1	4.1	-0.8	5.6	13.4	-8.9	-8.4
CCc1c(C)c(C#N)c2nc3ccccc3n2c1NCc1ccco1	5.8	-1.2	6.6	-340.1	-0.5	-0.9	18.8	9.7	-5.7
CC1=C(C#N)C(NC(=O)C2CCCCC2)(C(F)(F)F)C(=O)N1 (stereo not drawn)	2.1	-4.6	16.0	-23.5	0.0	-1.0	3.7	-4.4	1.7[fluorescence artefact?]
COc1ccc(/C=C2/CCCC(C(=O)C(F)(F)F)=C2O)cc1OC	3.6	2.0	5.4	1.6	2.2	-26.7	8.9	18.2	-6.3
O=C(CCN1C(=O)S/C(=C\c2cccs2)C1=O)NC1=NCCS1	3.7	-3.4	-2.9	1.6	0.0	2.6	7.5	-2.7	-14.4
Cc1cccc(CCNC(=O)C2CCCN(S(=O)(=O)c3cccc4nsnc34)C2)c1 (stereo not drawn)	-1.7	-0.7[fluorescence artefact?]	-6.6	30.4	1.5	-5.1	19.2	3.0	-5.6
CCN1CCN(CCCNC(=O)c2csc3c2CCCCC3)CC1	2.1	-18.8	-5.8	-43.8	-0.6	-0.8	11.8	11.0	4.1[fluorescence artefact?]
CCNC(=O)C(C)Sc1ccc(Cl)cc1 (stereo not drawn)	6.4	-1.6	0.0	-40.3	-0.4	-1.1	2.7	6.4	9.9
CC(C)c1onc(C(=O)NCc2cccs2)c1[N+](=O)[O-]	-9.4	-1.0	-33.9	-27.1	0.8	-4.3	6.1	22.2	-5.6
O=c1[nH]ncn1-c1ccc(Br)cc1	7.2	2.0	12.7	-7.1	-0.3	-9.1	6.8	nt	-4.2
COC(=O)CCN(C(=O)c1cc(OC)c(OC)c(OC)c1)c1ccccn1	0.6	-5.8	15.4	-4.3	-0.3	-7.1	2.3	-6.5	1.6[fluorescence artefact?]
CC(=O)NC1=NN(C(C)=O)C(C)(CS(=O)(=O)c2ccc3ccccc3c2)S1 (stereo not drawn)	18.4	-0.7	-1.6	-15.9	-0.2	-2.4	3.8	-2.4	-2.2
C=CCNC(=S)Nc1cccc(N)c1	12.2	0.7	18.6	-4.5	-0.4	-0.9	8.2	-6.3	-10.6
COC(=O)Cc1[nH]nc2c1C(C1C=CCCC1)C(C#N)=C(N)O2 (stereo not drawn)	3.3	-1.5	9.8	-20.8	-1.0	4.1	16.4	-5.6	1.3

An excerpt from above in order of their number in Rad51 HR inh, largest number first:
| mol | Rad51 HR inh |
| --- | --- |
| CCNC(=O)C(C)Sc1ccc(Cl)cc1 (stereo not drawn) | 6.4 |
| Cc1cccc(CCNC(=O)C2CCCN(S(=O)(=O)c3cccc4nsnc34)C2)c1 (stereo not drawn) | 3.0 |
| COC(=O)Cc1[nH]nc2c1C(C1C=CCCC1)C(C#N)=C(N)O2 (stereo not drawn) | -5.6 |

(list continues)
SMILES	Hck-Nef inh	eIF4E-4G inh	EP2 mod	m-calpain inh	L929 necroptosis	Tb hexokinase	EP2 antag	Rad51 HR inh	14-3-3 Bad PPI
CCCC(C(=O)O)n1c(O)c(C=C2N=c3ccccc3=N2)sc1=S (stereo not drawn)	-8.6	-2.7	11.3	-7.5	0.5	-23.9	18.4	nt	6.7
Cc1ccc(S(N)(=O)=O)cc1NC(=O)/C=C/c1cccs1	2.0	-3.1	-11.9	18.6	0.3	-26.4	9.3	0.7	-10.2
O=C(Nc1n[nH]c(C(F)(F)F)n1)C1CC1	17.5	-3.5	2.9	-8.1	21.6	-7.3	8.8	-10.6	-7.3
Nc1cc(=O)[nH]n1C1CCCC1	-7.3	2.4	-18.5&13.6	-9.7	1.1	1.9	16.1&2.5	-7.2	-6.6
O=C(CC(=O)c1ccccc1)Nc1cc(C(F)(F)F)ccc1Cl	-2.1	15.2	-26.4	-68.0	-0.1	2.6	6.0	-3.9	-15.0
Cc1nn(-c2ccccc2)c2c1C(=O)N(Cc1ccccc1)C(=O)C(C)(C)C2	1.5	-1.4	15.6	35.5	-0.1	0.5	7.1	0.8	-7.7
CC(C)CC(C(=O)OCC(=O)c1c(N)n(C)c(=O)n(C)c1=O)N1C(=O)c2ccccc2C1=O (stereo not drawn)	4.5	1.8	-14.2	12.1	-0.4	30.5	5.4	1.0	-13.0

Only part of the results is shown, so the mix of outcomes need not match the whole.
